# KCNK3 block: human KCNK3 channel inhibition, primary screen; B-score at 10 µM; CHO-KCNK3 thallium flux, FluxOR fluorescence; stronger effect = lower value; O14649; 340,000 tested, 0.84% active;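 active = B-score under library mean minus 4 SD, starting fluorescence ratio at most library mean plus 5 SD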;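 also: more negative B-score means stronger inhibition of thallium flux through KCNK3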
# KCNQ1 inh: inhibitors of human KCNQ1 potassium channel. P51787. CHO-K1 KCNQ1, FluxOR thallium flux fluorescence; stronger effect = higher value. B-score at 10 µM. 310,000 tested, 1.3% active. AID 2642;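 active = compounds whose thallium flux B-score, printed positive for inhibition, exceeds three library SD while starting fluorescence stays within three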;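 also: channel opened by potassium depolarization with thallium stimulus after 20 min compound exposure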
# RGS4 block: inhibitors of human RGS4. P49798. HEK293 M3R/RGS4 inducible, Fluo-4 calcium flux; stronger effect = higher value; triggered by carbachol at its EC20. B-score at 10 µM. 310,000 tested, 0.45% active;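 active = B-score, a plate-corrected calcium signal, over three deviations above library mean, with baseline fluorescence within five deviations of library mean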;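 also: RGS4 expression induced by doxycycline in cells with stable M3 receptor; B-score is computed from the integrated fluorescence ratio over baseline after carbachol; higher B-score means a larger calcium signal and so more RGS4 inhibition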
# KCNK9 block: blocks the human KCNK9 two-pore domain potassium channel. Q9NPC2. HEK293 KCNK9, FluxOR thallium flux fluorescence; stronger effect = lower value. B-score at 10 µM. 310,000 tested, 1.2% active. AID 488922;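 active = ratio B-score over 3 SD below the library mean, with starting fluorescence within 5 SD of its mean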;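 also: negative B-score means less thallium flux so channel inhibition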
# KCNQ1 pot: potentiates or activates the human KCNQ1 potassium channel; P51787; CHO-K1 KCNQ1, thallium flux FluxOR fluorescence; stronger effect = higher value; B-score at 10 µM; 310,000 tested, 0.35% active;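 active = fluorescence ratio B-score, a plate-corrected score, at least three library SD, with initial intensity B-score within 5 SD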
#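 assay system = CHO-K1 cells stably expressing KCNQ1 | medium = assay buffer, equal DMSO in all wells | timing = 37 °C overnight plating, 90-min dark dye load, 20-min compound pretreatment | measured by = kinetic FluxOR thallium fluorescence, 10-s 1-Hz baseline, 110-s post-stimulus read | measure = fluorescence change relative to baseline, converted to B score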
# hERG protect: compounds protecting human hERG from proarrhythmic drug block. Q12809. CHO-hERG, FluxOR thallium flux, dofetilide IC70 present. activation (rescue from dofetilide block), less the hit threshold, % at 10 µM. 310,000 tested, 0.51% active. AID 1511;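 active = activation above the mean of controls blocked by dofetilide plus 5 SD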;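 also: thallium influx through hERG after potassium depolarization seen as dye fluorescence rise; in these data hits start at about 4.7%; inactives centre near -7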
# Target sequence (Q12809 whole entry, looked up): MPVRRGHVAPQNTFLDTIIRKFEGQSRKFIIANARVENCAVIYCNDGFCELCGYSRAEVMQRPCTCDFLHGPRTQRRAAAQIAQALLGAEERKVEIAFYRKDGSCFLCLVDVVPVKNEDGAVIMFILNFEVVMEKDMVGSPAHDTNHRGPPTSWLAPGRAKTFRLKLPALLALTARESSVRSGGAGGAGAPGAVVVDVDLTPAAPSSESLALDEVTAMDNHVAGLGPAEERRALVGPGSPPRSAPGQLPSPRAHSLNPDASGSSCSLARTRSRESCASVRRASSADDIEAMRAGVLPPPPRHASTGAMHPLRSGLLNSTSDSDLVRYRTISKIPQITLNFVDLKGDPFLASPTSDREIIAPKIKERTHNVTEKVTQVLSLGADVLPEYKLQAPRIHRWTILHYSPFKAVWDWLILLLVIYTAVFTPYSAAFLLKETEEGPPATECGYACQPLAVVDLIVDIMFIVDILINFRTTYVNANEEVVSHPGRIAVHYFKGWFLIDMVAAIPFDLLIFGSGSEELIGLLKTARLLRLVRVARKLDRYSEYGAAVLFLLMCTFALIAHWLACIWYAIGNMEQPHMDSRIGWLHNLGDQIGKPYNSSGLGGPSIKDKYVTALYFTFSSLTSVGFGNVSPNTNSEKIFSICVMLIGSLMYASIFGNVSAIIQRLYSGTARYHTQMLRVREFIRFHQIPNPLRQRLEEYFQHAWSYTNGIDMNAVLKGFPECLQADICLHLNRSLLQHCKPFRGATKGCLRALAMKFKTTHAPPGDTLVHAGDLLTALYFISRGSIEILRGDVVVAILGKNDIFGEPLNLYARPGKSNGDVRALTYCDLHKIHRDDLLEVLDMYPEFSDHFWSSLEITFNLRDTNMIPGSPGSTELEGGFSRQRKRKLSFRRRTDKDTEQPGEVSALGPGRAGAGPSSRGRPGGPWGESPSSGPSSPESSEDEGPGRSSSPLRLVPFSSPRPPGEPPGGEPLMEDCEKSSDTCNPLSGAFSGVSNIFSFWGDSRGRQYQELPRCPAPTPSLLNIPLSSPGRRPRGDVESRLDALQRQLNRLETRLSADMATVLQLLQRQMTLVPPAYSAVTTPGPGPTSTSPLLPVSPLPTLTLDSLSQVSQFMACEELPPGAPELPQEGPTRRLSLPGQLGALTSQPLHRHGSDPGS
# MrgX1 PAM: human MrgX1 positive allosteric modulation, primary screen. MrgX1-HEK293, Fluo-4 calcium flux, FDSS; stronger effect = higher value. Q96LB2. 310,000 tested, 0.63% active. AID 588675. B-score at 10 µM;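 active = plate-corrected calcium response at least 3 library SD above typical, normal starting fluorescence, not activating the receptor alone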;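 also: compound read alongside a low EC10 to EC30 dose of BAM8-22 agonist; peak minus trough fluorescence over baseline measured at the second addition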
# MrgX1 agonist: human MrgX1 receptor agonism, primary screen; B-score at 10 µM; 310,000 tested, 0.44% active; MrgX1-HEK293 cells, Fluo-4 calcium fluorescence, agonist mode; stronger effect = higher value; Q96LB2;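 active = calcium response B-score plate-corrected fluorescence ratio at least 3 library SD, with starting fluorescence B-score inside 5 SD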
#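 Material: MrgX1-expressing HEK293 cells; input: 15,000 cells per well; doses: test compound given as first of three sequential additions; schedule: overnight plating before 1 h dye loading; technique: Fluo-4 NW calcium-flux fluorescence, kinetic read; evaluation: baseline-normalised fluorescence change ratio, B-scored; control set: plate-wise positive and negative controls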
# ANO1 activ: activators or potentiators of mouse TMEM16A chloride channel | 340,000 tested, 0.3% active | Q8BHY3 | B-score at 10 µM | HEK293 TMEM16A/YFP-H148Q/I152L, iodide quench fluorescence; stronger effect = lower value;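 active = fluorescence-ratio B-score plate-corrected deviation score at least 3 library SD below zero, with starting fluorescence score within 5 deviations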;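 also: channel opened by trigger with iodide after compound preincubation; score built on the fluorescence ratio of max minus min over baseline; more negative score means more quench and so TMEM16A activation or potentiation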
# RGS4 pot: RGS4 potentiation or activation. B-score at 10 µM. HEK293 M3R/inducible RGS4, carbachol calcium flux Fluo4; stronger effect = lower value. AID 463111. 310,000 tested, 0.92% active;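 active = B-score of the integrated calcium signal more than 4 SD below the library mean, with starting fluorescence not abnormally high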;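 also: negative B-score means reduced calcium response which marks RGS4 activation or potentiation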
#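 Detection: kinetic calcium fluorescence imaging with Fluo4-AM dye, 2 µM / Material: HEK293 cells with stable M3R and inducible RGS4 / Schedule: recording 10 s baseline at 1 Hz, 100 s post-agonist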
# ANO1 block: blocks the mouse calcium-activated chloride channel TMEM16A | Q8BHY3 | HEK293 TMEM16A/YFP iodide influx fluorescence, ionomycin | normalized B-score (activity score, 25-100; higher = stronger inhibition) at 10 µM | 310,000 tested, 1.2% active | AID 588511;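 active = ratio plate-corrected score three or more library SD toward inhibition, starting fluorescence score within five deviations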;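 also: score derived from kinetic fluorescence span divided by baseline fluorescence per well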
# * marks the source's active call; other numbers are inactive results; i = inactive; · = not tested or not shown. Not all compounds are listed (hit frequency here may not be typical).
SMILES,KCNK3 block,KCNQ1 inh,RGS4 block,KCNK9 block,KCNQ1 pot,hERG protect,MrgX1 PAM,MrgX1 agonist,ANO1 activ,RGS4 pot,ANO1 block
CC(C)Cc1nnc(NC(=O)CCC(=O)N2CCC3(CC2)OCCO3)s1,i,i,i,i,i,-10.0,i,i,i,i,i
CCc1cc(=O)oc2cc(OCC(=O)N3C[C@H]4C[C@@H](C3)c3cccc(=O)n3C4)ccc12,i,i,i,i,i,-4.9,i,i,i,i,i
COc1ccc(-c2nn(CCC#N)cc2C(=O)Nc2ccc(C(C)=O)cc2)cc1[N+](=O)[O-],i,i,i,i,i,-1.4,i,i,i,i,i
COc1ccc(C2c3c(nc(C)[nH]c3=O)Oc3c2c(=O)oc2ccccc32)cc1 (centres undefined),·,i,i,i,i,-2.6,i,i,·,i,i
Nc1c2c(nc3sc4c(c13)CCCC4)CCCCC2,i,i,i,i,i,-6.9,i,i,i,i,i
OC[C@H]1O[C@@H](n2cnc3cc(Cl)c(Cl)cc32)[C@H](O)[C@@H]1O,i,·,·,·,·,·,i,i,i,·,i
Fc1cccc(CCNCc2ccccn2)c1,i,i,i,i,i,0.3,i,i,i,i,i
CC(Oc1ccc(-c2ccccc2)cc1)C(=O)O (centres undefined),i,i,i,i,i,-5.2,i,i,i,i,i
CCn1nc(-c2ccccc2)nc2c(=O)n(C)c(=O)nc1-2,i,i,i,i,i,-6.4,i,i,i,i,i
CSc1ccc(C(=O)C2CCCN(Cc3cnc(SC)nc3)C2)cc1 (centres undefined),i,i,i,i,i,-9.6,i,i,i,i,25*
Cc1ccc(OCC(=O)N2CCN(Cc3cccnc3)CC2)cc1,i,i,i,i,i,-5.5,i,i,i,i,i
C=CCn1c(O)c(C(C)=Nc2ccc(N(C)C)cc2)c(=O)[nH]c1=O,i,i,i,i,i,-4.0,i,i,i,i,i
NC(N)=N/N=C/c1cn(-c2ccccc2)nc1-c1cccs1,-12.5*,9*,i,-9.22*,i,-30.4,i,43.7*,i,i,100*
COC(=O)C1=CO[C@@H](C)[C@H]2CN3CC[C@]4(C(=O)Nc5ccccc54)[C@@H]3C[C@H]12,i,i,i,i,i,-6.1,i,i,i,i,i
O=P(NS(=O)(=O)c1ccccc1)(Oc1ccccc1)Oc1ccccc1,i,i,i,i,i,-0.6,i,i,i,i,i
Nc1cc2nc3ccccc3nc2cc1N,i,i,i,i,i,-35.7,i,i,i,i,i
C=CCN1C(=O)NC(=O)/C(=C/c2c(CCN(C)C(=O)c3ccccc3)cc3c(c2OC)OCO3)C1=O,i,i,i,i,i,-6.3,i,i,i,i,i
O=C1NC(=O)N(c2ccccc2)C(=O)/C1=C/c1coc2ccc(O)cc2c1=O,i,i,i,i,i,-13.6,i,26.6*,i,i,i
O=C1C=C2C=C[C@@H]3CC2(O1)[C@H]1CCCCN31,i,·,·,·,·,·,i,i,i,·,i
COc1cccc(Oc2c(C)oc3cc(OC(=O)N(C)C)ccc3c2=O)c1,i,i,i,i,i,-7.4,i,i,i,i,i
CCn1ccnc1CN1CCCC(C(=O)c2cc(F)ccc2OC)C1 (centres undefined),i,i,i,i,i,-10.3,i,i,i,i,i
NP(=O)(OCCCc1ccccc1)Oc1ccc(Cl)cc1 (centres undefined),i,i,i,i,i,-5.3,i,i,i,i,i
COc1ccc(C(=O)N/N=C/C23CC[C@@H](O)CC2(O)CC[C@@H]2[C@@H]3CCC3(C)C(C4=CC(=O)OC4)CCC23O)cc1 (some centres undefined),i,i,i,i,i,-1.5,i,i,i,i,i
COc1ccc(N2C(=O)NC(=O)/C(=C\c3ccccc3[N+](=O)[O-])C2=O)cc1,i,i,i,i,i,-4.5,i,i,i,i,i
COc1ccc(OCC(=O)N2CCN(C/C=C/c3ccccc3)CC2)cc1,i,i,i,i,i,-10.0,i,i,i,i,i
Nc1cnn(-c2ccccc2)c(=O)c1Cl,i,i,i,i,i,-7.2,i,i,i,i,i
CC/C(=N\NC(=O)c1ccccc1)c1c(O)n(Cc2ccccc2)c(=O)[nH]c1=O,i,i,i,i,i,-2.1,i,i,i,i,i
COc1ccc(CC(C)Nc2cccc(F)c2)cc1 (centres undefined),i,i,i,i,i,-6.9,i,i,i,i,i
O=S(=O)(c1ccc(F)cc1)N1CN2CCN(C2)C1,i,i,i,i,i,-3.0,i,i,i,i,i
CN(C)c1ccc(N=Cc2c(O)n(CCC3=CCCCC3)c(=O)[nH]c2=O)cc1,i,i,i,i,i,-14.5,i,i,i,i,i
COc1ccc(C(=O)C2CCCN(C3CSCCSC3)C2)c(C)c1 (centres undefined),i,i,i,i,i,-8.0,i,i,i,-8.8*,i
COC(=O)C1=C(c2cc3ccccc3s2)C[C@@H]2CC[C@H]1N2C(=O)NC1CCCCC1,i,i,i,i,i,-10.7,i,i,i,i,i
c1ccc(Cn2ccnc2)cc1,i,i,i,i,i,-7.8,i,i,i,i,i
CCCOc1ccc(C(=O)NC(=S)N2C[C@H]3C[C@H](C2)c2cccc(=O)n2C3)cc1,i,i,i,i,i,-7.5,i,i,i,i,i
COC(=O)c1ccc(C(C(=O)NC2CCCCC2)N(CCN2CCOCC2)C(=O)Cc2cccs2)cc1 (centres undefined),i,i,i,i,i,-9.2,i,i,i,i,i
O=P(Nc1ccccc1)(Oc1ccccc1)Oc1ccccc1,i,i,i,i,i,-11.2,i,i,i,i,i
O=c1cccc2n1CC1CC2CN(S(=O)(=O)c2cc(Cl)ccc2Cl)C1 (centres undefined),i,i,i,i,i,-7.1,i,i,i,i,i
CC1CCCCN1CC(O)c1c[nH]c2ccccc12 (centres undefined),i,i,i,i,i,-6.7,i,i,i,i,i
CN(C)CCNC(=O)c1cccn(Cc2cccc(C(F)(F)F)c2)c1=O,i,i,i,i,i,-9.5,i,i,i,i,i
COc1ccc(-c2[nH]ncc2CNC(C)Cc2ccsc2)c(F)c1 (centres undefined),i,i,i,i,i,-10.7,i,i,i,i,i
COc1c2c(cc3c1OCO3)CCN(C)C2,i,·,·,·,·,·,i,i,i,·,i
O=C(CCc1ccccc1)N1C[C@H]2C[C@@H](C1)c1cccc(=O)n1C2,i,i,i,i,i,-6.7,i,i,i,i,i
C=C1[C@H]2CC[C@H]3[C@]4(C)C[C@H](O[C@H]5O[C@H](CO)[C@@H](OS(=O)(=O)O)[C@H](OS(=O)(=O)O)[C@H]5OC(=O)CC(C)C)C[C@@H](C(=O)O)[C@H]4CC[C@]3(C2)[C@H]1O,i,·,·,·,·,·,i,i,i,·,i
O=[N+]([O-])c1cccc(CN2CC=C(c3ccc(F)cc3)CC2)c1,i,i,i,i,i,-10.7,i,i,i,i,i
CC(C)[C@H](NC(=O)N1C[C@H]2C[C@@H](C1)c1cccc(=O)n1C2)C(=O)Nc1ccccc1F,i,i,i,i,i,-2.7,i,i,i,i,i
CC(N=Cc1c(O)n(C2CC2)c(=S)[nH]c1=O)c1ccccc1 (centres undefined),i,i,i,i,i,-9.5,i,i,i,i,i
COc1ccc(CC(=O)N(C)C2CCCN(Cc3ccccc3F)C2)cc1OC (centres undefined),i,i,i,i,i,-6.8,i,i,i,i,i
CSC1=NP(=S)(SC)N(C)c2nc3n(c21)CCC3 (centres undefined),·,i,i,i,i,-4.6,i,i,·,i,i
CC(=O)Nc1ccc(C2CN(C)CC2C(=O)c2ccc(Cl)cc2)cc1 (centres undefined),i,i,i,i,i,-0.8,i,i,i,i,i
CCOc1ccccc1-n1c(O)c(C=Nc2ccc(N(CC)CC)cc2)c(=O)[nH]c1=O,i,i,i,i,i,-0.3,i,i,i,i,i
COc1ccc2c3c([nH]c2c1)C(C)NCC3 (centres undefined),i,i,i,i,i,-4.9,i,i,i,i,i
C=CCn1c(O)c(C(CC)=Nc2cccc(C(F)(F)F)c2)c(=O)[nH]c1=O,i,i,i,i,i,-8.1,i,i,i,i,i
CC(C)[C@H]1C(=O)O[C@@H]2CCN3CC=C(COC(=O)[C@](C)(O)[C@]1(C)O)[C@H]23,i,i,i,i,i,0.7,i,i,i,i,i
CCC(C)N1C(=O)/C(=C/c2ccc3c(c2)CCN3CCCCl)C(=O)NC1=S (centres undefined),i,i,i,i,i,-6.9,i,i,i,i,i
Cc1ccc2c(c1)CNc1ccccc1O2,i,i,i,i,i,0.0,i,i,i,i,i
CCOc1ccc2c(c1)c(C(C)=O)c(C)n2Cc1ccco1,i,i,i,i,i,-17.2,i,i,i,i,i
N#CC(CCN1CCOCC1)(c1ccccc1)c1ccccc1,i,i,i,i,i,-1.4,i,i,i,i,i
Cc1ccccc1NC(=O)c1cc(-c2ccccc2)n(CCCN2CCOCC2)c1C,i,i,i,i,i,-8.0,i,i,i,i,i
COc1c(C)cc(C(=O)C2CCCN(Cc3cccc(O)c3)C2)cc1C (centres undefined),i,i,i,i,i,-10.0,i,i,i,i,i
N/C(=N\N=C/c1ccc(-c2ccc(O)c(C(=O)O)c2)o1)N[N+](=O)[O-],i,i,i,i,i,-5.6,i,i,i,i,i

# Following part.
SMILES,KCNK3 block,KCNQ1 inh,RGS4 block,KCNK9 block,KCNQ1 pot,hERG protect,MrgX1 PAM,MrgX1 agonist,ANO1 activ,RGS4 pot,ANO1 block
CCN1CCN(C(=O)COc2ccc(S(=O)(=O)N3CCOCC3)cc2Cl)CC1,i,i,i,i,i,-6.5,i,i,i,i,i
O=c1[nH]c(=O)n(-c2ccc(F)cc2)c(O)c1C=Nc1ccccc1N1CCCC1,i,i,i,i,i,-1.0,i,i,i,i,i
Cc1ccc(C(=O)Nc2ccc(-n3ccnc3P(=O)(O)c3ccccc3)cc2)cc1,i,i,i,i,i,-10.6,i,i,i,i,i
O=[N+]([O-])c1ccc(N2CCNCC2)cc1N1CCCCC1,i,i,i,i,i,-7.3,i,i,i,i,i
